# TIM10 inh: growth inhibitors of isogenic TIM10 control yeast, primary screen, counter-screen for tim10-1 yeast inhibitor project, luminescence, uHTS; inhibition, % at 10 µM; 1.4% of 330,000 active; S. cerevisiae TIM10 strain growth, BacTiter-Glo luminescence, 24 h; AID 463195, 2010;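 active = inhibition of 40% or more at the single tested concentration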;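 note: wild-type TIM10 isogenic control strain grown at permissive 25 °C; 0% = DMSO yeast wells and 100% = minimal medium wells without yeast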
# tim10-1 inh: growth inhibitors of tim10-1 mutant yeast, primary screen, luminescence, uHTS. S. cerevisiae tim10-1 ts strain growth, BacTiter-Glo, 24 h. inhibition, % at 20 µM. 2.2% of 330,000 active. AID 463190, 2010;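 active = inhibition of at least 40%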;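 note: mutant grown at 25 °C; 0% = DMSO wells with yeast and 100% = wells holding no yeast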
# NLRP3 yeast inh: NALP3 inflammasome inhibitors in reconstituted yeast, primary screen, luminescence, uHTS; Yeast reconstituted NLRP3/ASC/caspase-1, beta-gal luminescence, 24 h; inhibition, % at 10 µM; 0.39% of 330,000 active;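 active = inhibition of 50% or more; inactive = inhibition below 50%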;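 note: plate controls were induced DMSO wells for no effect and uninduced yeast grown without galactose for full effect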
# APOBEC3G inh: APOBEC3G DNA deaminase inhibitors, primary screen, biochemical, fluorescence, single-stranded DNA substrate, uHTS; DNA dC->dU-editing enzyme APOBEC-3G (Homo sapiens), Q9HC16; recombinant A3G, ssDNA deamination FAM/TAMRA fluorescence; inhibition, % at 20 µM; 0.28% of 330,000 active; AID 493012, 2011;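 active = inhibition of at least 40% at 20 µM, with no more than 30% in the related APOBEC3A deaminase screen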;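 note: plate controls were DMSO wells with A3G for no effect and wells lacking A3G enzyme for full effect; some compounds called inactive have numbers as strong as hits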
# Target sequence (Q9HC16 whole entry, looked up): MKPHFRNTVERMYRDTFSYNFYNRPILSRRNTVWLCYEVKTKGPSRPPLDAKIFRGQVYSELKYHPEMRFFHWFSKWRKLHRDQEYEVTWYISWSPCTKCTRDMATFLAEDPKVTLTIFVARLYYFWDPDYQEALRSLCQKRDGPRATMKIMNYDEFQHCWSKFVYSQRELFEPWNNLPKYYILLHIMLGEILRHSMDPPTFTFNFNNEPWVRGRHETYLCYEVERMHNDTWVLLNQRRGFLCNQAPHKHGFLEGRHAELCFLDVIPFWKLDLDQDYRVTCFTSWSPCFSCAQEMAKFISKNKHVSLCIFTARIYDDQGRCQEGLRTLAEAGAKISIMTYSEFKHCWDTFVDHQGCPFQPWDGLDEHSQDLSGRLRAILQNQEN
# A3A deaminase: APOBEC3A ssDNA deaminase inhibitors, primary screen, selectivity assay for APOBEC3G inhibitor project, biochemical, FAM/TAMRA oligo cleavage fluorescence; DNA dC->dU-editing enzyme APOBEC-3A (Homo sapiens), P31941; recombinant A3A, FAM/TAMRA ssDNA deamination fluorescence; inhibition, % at 20 µM; 0.41% of 330,000 active; AID 493011, 2011;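 active = at least 40% inhibition at 20 µM here, with at most 30% in a related deaminase screen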;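 note: plate controls were A3A with DMSO for no effect and wells lacking A3A enzyme for full effect; some results filed as inactive read as strong as hits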
# Target sequence (P31941 whole entry, looked up): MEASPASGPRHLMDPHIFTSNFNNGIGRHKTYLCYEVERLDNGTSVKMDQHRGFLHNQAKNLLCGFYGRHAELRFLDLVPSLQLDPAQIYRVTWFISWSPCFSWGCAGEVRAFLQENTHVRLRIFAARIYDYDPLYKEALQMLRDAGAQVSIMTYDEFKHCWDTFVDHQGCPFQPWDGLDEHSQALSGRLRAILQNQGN
# MIN6 prolif: inducers of MIN6 beta-cell proliferation, primary screen, ATP luminescence, uHTS | MIN6 cells proliferation, ATPlite luminescence, 48 h; cells starved in 0.2% serum; 100% = growth in 10% serum | proliferation, % at 10 µM | AID 2380, 2010 | 0.29% of 330,000 active;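 active = compounds whose signal lies at least 3.5 SD above the mean of all wells on their plate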;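 note: 0% = DMSO-treated cells in low-serum medium and 100% = 10% serum control; some compounds called inactive have numbers as strong as hits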
# mIAP inh: inhibitors of mouse IAP, primary screen, biochemical, luminescence, uHTS; intestinal alkaline phosphatase [Mus musculus]; purified mouse IAP, CDP-Star luminescence, 30 min; inhibition, % at 10 µM; 0.2% of 330,000 active; AID 2806, 2010;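 active = inhibition of at least 40% at 10 µM in the primary screen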;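 note: plate controls were DMSO with enzyme for no effect and no enzyme wells for full effect; values of inactives mirror those of a sister screen read the other way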
# hIAP inh: human IAP inhibitors, primary screen, biochemical, luminescence, uHTS. Intestinal-type alkaline phosphatase (Homo sapiens), P09923. purified IAP, CDP-Star luminescence, 30 min. inhibition, % at 10 µM. 0.12% of 330,000 active. AID 2544, 2010;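 active = inhibition reaching a set limit with compound at 10 µM in the primary screen, cut at about 35% in these data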;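 note: plate controls were DMSO wells with enzyme for no effect and no-enzyme buffer wells for full effect; values of inactives mirror those of a sister screen read the other way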
# mIAP activ: activators of mouse IAP, primary screen, biochemical, luminescence, uHTS | muIAP, CDP-Star luminescence, 30 min; active compounds read high; 1 = vehicle-only enzyme signal, 0 = enzyme-free wells | activation factor at 10 µM | 0.24% of 330,000 active | AID 2805, 2010;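 active = activation factor of at least 2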; note: the source names both 10 and 20 µM as test concentration; values of inactives mirror those of a sister screen read the other way
#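 also added = chemiluminescent substrate CDP-Star | test system = mouse IAP enzyme | signal = chemiluminescence readout | compound = DMSO-dissolved test compounds | incubation = 30 min at room temperature | benchmarks = DMSO wells, no-enzyme wells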
# * hit, by the source's call.
entry	structure	TIM10 inh	tim10-1 inh	NLRP3 yeast inh	APOBEC3G inh	A3A deaminase	MIN6 prolif	mIAP inh	hIAP inh	mIAP activ
1	Cn1c(SCc2cc([N+](=O)[O-])cc3c2OCOC3)nnc1-c1ccccn1	15	31	3	-4	1	0	1	-4	0.99
2	O=C(O)[C@H]1CCCC[C@H]1C(=O)NCCc1ccccc1	-11	6	16	-5	-2	0	7	5	0.93
3	CC(=O)c1ccc(Oc2cnccn2)cc1	4	4	-10	-6	-3	0	3	5	0.97
4	COc1cc(S(=O)(=O)NCc2ccc3c(c2)OCO3)ccc1F	19	9	7	-5	-2	-5	5	1	0.95
5	CCOc1cc(CNCCc2ccc(S(N)(=O)=O)cc2)ccc1OCc1ccc(Cl)cc1	11	19	-4	-3	-2	-4	11	17	0.89
6	O=C(CN1CCN(c2ccc(F)cc2)CC1)NC(=O)NCc1ccco1	3	13	14	1	4	-1	5	-3	0.95
7	CC1CCCCN1CCCNC(=O)c1ccc(Br)cc1 (stereo not drawn)	-5	-23	13	-12	-5	-4	4	17	0.96
8	O=C1CN(S(=O)(=O)c2ccc(Cl)cc2)CC(=O)N1CCc1ccccc1	8	13	19	-6	-2	-1	10	8	0.9
9	CCCN(C(=O)c1cc2c(s1)CCC2)c1c(N)n(Cc2ccccc2)c(=O)[nH]c1=O	2	13	-3	20	34	0	-2	-7	1
10	Cc1ccccc1Oc1ncnc(N)c1[N+](=O)[O-]	8	10	3	0	1	-3	0	13	1
11	CC(CC(=O)Nc1ccccc1)n1ccnc1 (stereo not drawn)	0	5	-1	-4	-1	0	-10	-3	1.1
12	COc1ccc(NC(=O)CSc2nc(=O)n(CCN(C)C)c3c2CCCC3)cc1OC	1	-7	16	-7	1	6	-3	2	1
13	CC1C(=O)C(C)C(c2ccco2)NC1c1ccco1 (stereo not drawn)	8	-4	22	-5	2	-2	-1	3	1
14	O=C(Nc1c(Cl)ccc2nsnc12)c1ccc([N+](=O)[O-])o1	28	52*	28	-5	-3	-6	9	7	0.91
15	CC(/C=N/n1c(-c2ccco2)n[nH]c1=S)=C\c1ccccc1	11	-9	6	12	0	-1	5	5	0.95
16	Oc1ccc(-c2csc(-c3cccnc3)n2)cc1O	13	-17	7	-3	0	-4	25	41*	0.75
17	CCOC(=O)c1sc(N(Cc2ccccc2)C(=O)COC(=O)c2cnccn2)nc1C	15	13	20	-5	-3	5	5	0	0.95
18	CC(C)(C)C1CCc2[nH]nc(C(=O)O)c2C1 (stereo not drawn)	8	15	39	7	-2	3	-8	-16	1.1
19	COc1cc(-c2nc(-c3ccc(NC(=O)c4ccc(Br)o4)cc3)no2)cc(OC)c1OC	13	32	17	-7	-3	-5	-4	1	1
20	CCC(C)NC(=S)N(CCc1ccccc1)Cc1cc2cc(OC)c(OC)cc2[nH]c1=O (stereo not drawn)	22	8	18	-10	-3	0	13	-1	0.87
21	O=C(O)c1ccc(S(=O)(=O)N(Cc2ccc(F)cc2)C2CCCCC2)cc1	0	3	12	-3	-1	-3	-3	16	1
22	O=C1c2ccccc2NC(c2ccc(F)cc2)N1Cc1ccccc1 (stereo not drawn)	13	10	18	-3	0	-2	-4	8	1
23	Cc1c(Br)c([N+](=O)[O-])nn1C(C)C(=O)NCc1cccnc1 (stereo not drawn)	3	5	-13	-3	2	0	2	17	0.98
24	Cc1c(C(=O)OC2CCCC2C)[nH]c2c1C(=O)CCC2 (stereo not drawn)	-8	26	14	-8	-2	-2	-2	5	1
25	O=C(NNC(=O)c1cccc(C(F)(F)F)c1)c1ccc(-n2cnnn2)cc1	-4	-11	9	4	5	2	5	-27	0.95
26	COCCNC(=O)CSc1nc2ccccc2c(=O)n1CCCC(=O)NCc1ccccc1	-15	14	6	-8	-4	-1	-2	17	1
27	CSc1nnc(C2CCCN2)n1C (stereo not drawn)	12	-2	5	-5	-3	0	0	10	1
28	O=C(N/N=C/c1ccccn1)c1cc(-c2ccc3ccccc3c2)n[nH]1	60*	27	12	0	0	-2	7	-125	0.93
29	O=C(CN1C(=O)COc2ccc(S(=O)(=O)N3CCOCC3)cc21)NCc1ccccn1	6	1	6	-6	0	-4	14	-6	0.86
30	Cc1occc1-c1nnc(SCC(=O)NC(=O)NC(C)C)n1N	1	6	17	-2	-2	-3	3	-5	0.97

# The last four records of the section above lead into the next:
# The line under a structure holds: TIM10 inh | tim10-1 inh | NLRP3 yeast inh | APOBEC3G inh | A3A deaminase | MIN6 prolif | mIAP inh | hIAP inh | mIAP activ
27	CSc1nnc(C2CCCN2)n1C (stereo not drawn)
  12 | -2 | 5 | -5 | -3 | 0 | 0 | 10 | 1
28	O=C(N/N=C/c1ccccn1)c1cc(-c2ccc3ccccc3c2)n[nH]1
  60* | 27 | 12 | 0 | 0 | -2 | 7 | -125 | 0.93
29	O=C(CN1C(=O)COc2ccc(S(=O)(=O)N3CCOCC3)cc21)NCc1ccccn1
  6 | 1 | 6 | -6 | 0 | -4 | 14 | -6 | 0.86
30	Cc1occc1-c1nnc(SCC(=O)NC(=O)NC(C)C)n1N
  1 | 6 | 17 | -2 | -2 | -3 | 3 | -5 | 0.97
31	O=C1C(Cl)=C(NC2CCCCC2)C(=O)N1c1ccc(Cl)cc1
  7 | 12 | 17 | -6 | 0 | 0 | 1 | 2 | 0.99
32	O=C(CC1CCCC1)Nc1cc(C(F)(F)F)ccc1-n1cncn1
  5 | -3 | 12 | 6 | -2 | 2 | -4 | -6 | 1
33	COc1cc(OC)cc(C(=O)NC2CCSC2=O)c1 (stereo not drawn)
  11 | 6 | -4 | -4 | 2 | -2 | 1 | 12 | 0.99
34	COc1ccc(NC(=O)CCC(=O)OCc2ccc([N+](=O)[O-])cc2)cc1
  -8 | 2 | 1 | -6 | -2 | -3 | -4 | -28 | 1
35	O=C(CC1SC2=NCCN2C1=O)Nc1ccc(Br)cc1 (stereo not drawn)
  -8 | 11 | 8 | -2 | -4 | 0 | 0 | -45 | 0.99
36	CCN1CCN(Cc2nc3c(c(=O)n(C)c(=O)n3C)n2CC(=O)c2ccccc2)CC1
  -16 | -6 | 18 | -2 | -1 | -1 | 6 | 5 | 0.94
37	NC(=O)C1Cc2ccccc2CN1C(=O)c1cccc(Oc2ccccc2)c1 (stereo not drawn)
  -17 | 5 | 4 | -8 | -4 | -3 | -5 | 17 | 1
38	CC(C)(O[C@@H]1O[C@H](CO)[C@@H](O)[C@H](O)[C@H]1O)[C@H]1Cc2cc3ccc(=O)oc3cc2O1
  14 | 10 | -5 | -4 | 3 | 2 | -7 | 9 | 1.1
39	COc1cc(S(=O)(=O)N(Cc2ccccc2)Cc2ccccn2)ccc1-n1cnnn1
  27 | 23 | -3 | -6 | -1 | 1 | -13 | -1 | 1.1
40	Cc1ccc(S(=O)(=O)n2cnc3cc([N+](=O)[O-])ccc32)c(C)c1C
  -3 | 12 | 9 | -4 | 2 | -1 | 10 | 8 | 0.9
41	O=C(CCS(=O)(=O)c1cccc2nonc12)Nc1cccc2c1CCCC2
  6 | 14 | -7 | -4 | -3 | -1 | 0 | 13 | 1
42	COc1ccccc1C(=O)C1CCCN(C(=O)c2snnc2C)C1 (stereo not drawn)
  -18 | 14 | 2 | -2 | -5 | 0 | -6 | -10 | 1.1
43	COc1ccc(NC(=O)c2sccc2SCC#N)cc1
  0 | 19 | 15 | -5 | -1 | -1 | 7 | 11 | 0.93
44	CC#CC[N+](C)(C)CCCCCCCC
  -1 | -16 | 3 | -9 | -1 | -1 | -3 | -6 | 1
45	CCN1C(=O)N[C@H](c2ccc(Br)cc2)C(C(C)=O)=C1C
  12 | 18 | 1 | -5 | 0 | -1 | -10 | 9 | 1.1

# As entered above.
# no. 38 in MIN6 prolif is listed with 2
# no. 31 in MIN6 prolif is listed with 0

# Next records:
# The line under a structure holds: TIM10 inh | tim10-1 inh | NLRP3 yeast inh | APOBEC3G inh | A3A deaminase | MIN6 prolif | mIAP inh | hIAP inh | mIAP activ
46	CC(=O)NCc1ccc(C(=O)CCl)s1
  28 | 28 | -3 | 8 | 8 | -6 | 2 | 4 | 0.97
47	COC(=O)c1ccc(/C=C/C(=O)c2ccc(OC)cc2)cc1
  16 | 35 | 25 | -8 | 0 | -5 | 4 | 22 | 0.96
48	CCCCC[C@H]1CN(CCCC)C(=O)[C@@H]1CC(=O)NCc1ccccc1
  -5 | 4 | 15 | -7 | 1 | -3 | -20 | -7 | 1.2
49	S=C(NCCCN1CCOCC1)Nc1ccc(N2CCOCC2)cc1
  9 | 5 | 26 | -7 | -2 | -1 | -5 | -6 | 1
50	COCCCNC(=O)CCc1nnc2ccc(N3CCC(C)CC3)nn12
  -14 | 5 | 15 | -4 | -2 | -1 | -4 | 4 | 1
51	CCOC(=O)C1CCN(C(=O)N(CC)CC)CC1
  -2 | 8 | 2 | -8 | 1 | 1 | -1 | -3 | 1
52	O=C(C1CCN(S(=O)(=O)N2CCOCC2)CC1)N1CCc2ccccc21
  9 | 24 | 5 | 1 | 2 | 0 | -8 | -8 | 1.1
53	O=C(CSc1ccc(F)cc1)Nc1ccc(N2CCOCC2)cc1
  9 | -15 | 19 | -5 | 6 | 0 | 0 | -1 | 1
54	Cc1ccc(-c2noc(CN3CCN(Cc4ccccc4)CC3)n2)cc1
  -11 | 24 | 18 | 34 | 50 | -2 | -1 | -5 | 1
55	COC(=O)C1CC(=O)c2ccsc2C1 (stereo not drawn)
  -9 | 11 | 12 | -1 | 0 | 0 | 24 | -2 | 0.77
56	Cc1ccc2c(=O)n3c(nc2c1)C(Cc1ccccc1)NC(=O)c1ccc(Cl)cc1-3 (stereo not drawn)
  4 | 11 | -1 | -13 | -6 | 1 | 5 | 5 | 0.95
57	O=C(Cc1cc(=O)[nH][nH]1)N/N=C/c1ccccc1[N+](=O)[O-]
  6 | 3 | 19 | -4 | -2 | 0 | 21 | 13 | 0.79
58	O=C(O)C(F)(F)C(NCc1ccccc1)c1ccccc1 (stereo not drawn)
  -19 | -8 | -2 | -4 | -9 | 1 | -8 | -11 | 1.1
59	O=CNc1ccccc1
  4 | 2 | 11 | -11 | -6 | 8 | 6 | 5 | 0.94
60	COCCN(C(=O)CSc1nc2ccccc2c(=O)n1CCOC)c1c(N)n(Cc2ccccc2)c(=O)[nH]c1=O
  6 | -3 | 5 | -7 | -4 | -1 | 8 | 8 | 0.92

# Some entries already given, showing only TIM10 inh.
No.	structure	TIM10 inh
51	CCOC(=O)C1CCN(C(=O)N(CC)CC)CC1	-2
52	O=C(C1CCN(S(=O)(=O)N2CCOCC2)CC1)N1CCc2ccccc21	9

# From PubChem BioAssay

# Rows are unselected, and some 4.6% of all compounds hit somewhere here.
